POLH inh: qHTS for Inhibitors of Polymerase Eta | DNA polymerase eta (Homo sapiens), Q9Y253 | recombinant Pol eta, fluorescent DNA replication assay | Potency, µM (top dose mostly 114 µM), for inactives: at the top dose activity change, negative = inhibition, most hits filed as inhibitors | 390,000 tested, 1.2% active; note: potency is the fitted concentration of half-maximal effect; % is set by controls: 0 for no effect and ±100 for the full control effect
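Pol eta at 10 nM preincubated with compounds 15 min at room temperature; reaction started with fluorescent substrate (50 nM final) and read kinetically at 0 and 10 min.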
Tb PGK inh: qHTS Assay to Find Inhibitors of Phosphoglycerate Kinase | Phosphoglycerate kinase, glycosomal (Trypanosoma brucei brucei), P07378 | PGK/GAPDH coupled, Kinase-Glo luminescence, 60 min | Potency, µM (highest dose often 57.5 µM), without a hit: at the highest dose activity change, negative = inhibition, hits mostly inhibitors | 380,000 tested, 0.043% active | AID 602233, 2012; note: potency is the fitted concentration of half-maximal effect; % is set by controls: 0 for no effect and ±100 for the full control effect; nearly all actives have a fitted effect of over 60% in size
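Luminescent ATP detection (Kinase-Glo Plus) follows a 60-minute room-temperature incubation, with wells lacking PGK as controls. Buffer: 100 mM TEA (pH 7.6), 5 mM MgCl2, 0.01% Tween-20. Coupling enzyme GAPDH (100 nM final) supplies unstable 1,3-BPG in-well.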
BLM inh: qHTS Assay for Inhibitors of Bloom's syndrome helicase (BLM) | 350,000 tested, 0.2% active | Potency, µM (top dose mostly 56.1 µM), for inactives: top-dose activity change, negative = inhibition, most hits filed as inhibitors | RecQ-like DNA helicase BLM (Homo sapiens), P54132 | recombinant BLM DNA unwinding, fluorescence dequenching;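 note: potency is the fitted concentration of half-maximal effect; plate controls were vehicle for no effect and no enzyme for full effect; nearly all actives have a fitted effect of over 35% in size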
POLK inh: qHTS for Inhibitors of Polymerase Kappa | purified Pol kappa, fluorescent DNA synthesis assay, 10 min | Potency, µM (highest dose often 107 µM), inactives show top-dose activity, negative = inhibition, hits mostly inhibitors | 400,000 tested, 0.53% active | AID 588579, 2011; note: potency is the fitted concentration of half-maximal effect; % is set by controls: 0 for no effect and ±100 for the full control effect
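Inhibition of 10 nM Pol kappa is measured by a fluorescent read-out at 0 and 10 min following addition of 50 nM substrate (final), with a 15-min room-temperature compound preincubation.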
Apoferritin bind: qHTS Assay for Identification of Novel General Anesthetics; Ferritin light chain (Equus caballus), P02791; apoferritin/1-aminoanthracene competitive binding, fluorescence; Potency, µM (doses to about 77.5 µM), for inactives: at the top dose activity change, negative = displacement, usual class: inhibitors; 350,000 tested, 0.074% active; AID 485281, 2010; note: potency is the fitted concentration of half-maximal effect; % is set by controls: 0 for no effect and ±100 for the full control effect; nearly all actives have a fitted effect of over 20% in size
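Horse-spleen apoferritin (10 uM) in 50% saturated 1-aminoanthracene in PBS was incubated 10 min at room temperature with compound. Fluorescence (ex 380, em 535 nm) was normalized to free and bound 1-AMA, with concentration-response fitted by a four-parameter Hill equation.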
RXFP1 antagonist: qHTS Assay for Antagonists of the Relaxin Receptor RXFP1; 350,000 tested, 0.59% active; HEK293-RXFP1, relaxin-stimulated cAMP HTRF, 30 min; active compounds read low; activity change, negative = inhibition, % at 57.5 µM; Relaxin receptor 1 (Homo sapiens), Q9HBX9;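 active = activity change of -60% or lower, but not beyond a set lower limit; inconclusive = change between -60% and -40%, or beyond the set limit; inactive = change above -40%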; note: % is set by controls: 0 for no effect and ±100 for the full control effect
Pol iota inh: qHTS for Inhibitors of Polymerase Iota. DNA polymerase iota (Homo sapiens), Q9UNA4. Pol iota fluorescent replication assay, 10 min. Potency, µM (titrated, usually from 115 µM), without a hit: at the highest dose activity, negative = inhibition, most hits filed as inhibitors. 390,000 tested, 1% active. AID 588590, 2011; note: potency is the fitted concentration of half-maximal effect
Target sequence (Q9UNA4 whole entry, looked up): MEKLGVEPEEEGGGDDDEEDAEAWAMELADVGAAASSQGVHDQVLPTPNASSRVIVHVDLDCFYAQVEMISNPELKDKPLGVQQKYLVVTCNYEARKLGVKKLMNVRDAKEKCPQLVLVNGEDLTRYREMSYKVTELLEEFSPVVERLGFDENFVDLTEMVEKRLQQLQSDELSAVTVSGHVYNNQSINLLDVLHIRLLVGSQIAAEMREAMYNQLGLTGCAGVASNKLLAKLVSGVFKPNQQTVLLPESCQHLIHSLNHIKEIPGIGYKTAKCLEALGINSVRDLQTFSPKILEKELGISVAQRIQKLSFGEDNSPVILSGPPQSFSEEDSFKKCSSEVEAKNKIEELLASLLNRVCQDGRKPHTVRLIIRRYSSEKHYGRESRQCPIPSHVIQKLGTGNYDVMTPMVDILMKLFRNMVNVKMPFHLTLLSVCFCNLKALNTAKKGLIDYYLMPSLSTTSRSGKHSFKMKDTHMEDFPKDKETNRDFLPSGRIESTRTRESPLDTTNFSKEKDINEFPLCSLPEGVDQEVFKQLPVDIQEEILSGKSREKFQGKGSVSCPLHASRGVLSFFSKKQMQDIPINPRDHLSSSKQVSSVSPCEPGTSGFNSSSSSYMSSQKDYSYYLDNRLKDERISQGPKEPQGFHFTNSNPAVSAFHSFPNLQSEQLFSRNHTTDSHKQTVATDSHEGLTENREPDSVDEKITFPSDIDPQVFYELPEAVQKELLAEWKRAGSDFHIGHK
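Fluorescent replication assay read twice, at 0 min and 10 min after adding 50 nM (final) substrate. Enzyme (10 nM) and compounds were first incubated 15 min at room temperature; enzyme-free buffer wells were negative controls.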
POLB inh: qHTS Assay for Inhibitors of DNA Polymerase Beta. Potency, µM (highest dose often 114 µM), for inactives: at the top dose activity change, negative = inhibition, hits mostly inhibitors. P06746. Pol beta primer extension/strand displacement, fluorescence kinetic. AID 485314, 2010. 340,000 tested, 1.3% active; note: potency is the fitted concentration of half-maximal effect; % is set by controls: 0 for no effect and ±100 for the full control effect
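Curves were derived by four-parameter Hill fits of normalized qHTS data. The kinetic fluorescent primer-extension read was taken at 0 and 10 min after 50 nM substrate, following a 15 min room-temperature preincubation of 10 nM enzyme with compounds.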
APEX1 inh: qHTS Assay for Inhibitors of the Human Apurinic/apyrimidinic Endonuclease 1 (APE1) | AID 2517, 2012 | Potency, µM (series often up to 65.8 µM), without a hit: at the highest dose activity change, negative = inhibition, actives largely listed as inhibitors | recombinant APE1, TAMRA/BHQ-2 abasic DNA cleavage fluorescence | 350,000 tested, 0.35% active;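 note: potency is the fitted concentration of half-maximal effect; plate controls were vehicle for no effect and reference inhibitor for full effect; nearly all actives have a fitted effect of over 55% in size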
Target sequence (P27695 whole entry, looked up): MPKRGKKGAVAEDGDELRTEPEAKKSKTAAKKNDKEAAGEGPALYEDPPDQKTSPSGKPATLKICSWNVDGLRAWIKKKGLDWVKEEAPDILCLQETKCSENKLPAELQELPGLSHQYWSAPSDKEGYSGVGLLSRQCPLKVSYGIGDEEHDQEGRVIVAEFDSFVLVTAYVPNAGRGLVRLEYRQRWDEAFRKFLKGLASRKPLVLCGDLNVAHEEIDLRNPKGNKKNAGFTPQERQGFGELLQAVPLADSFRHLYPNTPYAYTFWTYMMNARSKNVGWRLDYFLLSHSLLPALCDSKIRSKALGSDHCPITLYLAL
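Activity was derived from the fluorescence gain between first and third kinetic reads (60 s intervals, ex 525/em 598 nm) after 50 nM THF-abasic TAMRA/BHQ-2 duplex was added to 0.75 nM APE1 preincubated 15 min with compound.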
* = called active by the depositor; i = inactive; ? = inconclusive; / = no result given; & = joins results of further samples; [ ] = dose if it differs, or a comment. Unless noted, calls come from the whole dose curve; as a rule, active = well fitted curve in the direction sought with a large enough effect; inconclusive = small, poorly fitted or top-dose-only effect, or another doubt; inactive = no such curve, though single readings can be large; an effect the other way counts as inactive or inconclusive.

SMILES	POLH inh	Tb PGK inh	BLM inh	POLK inh	Apoferritin bind	RXFP1 antagonist	Pol iota inh	POLB inh	APEX1 inh
COc1ccccc1N1CC(C(=O)Nc2nc(C)cs2)CC1=O (stereo not given)	-1%	-5%	/	1%	/	2	25%	/	12%
Cc1c(Nc2c3ccccc3nc3ccccc23)c(=O)n(-c2ccccc2)n1C	-2%	-9%	-1%	-2%	33%[activator]	-1	134%[activator]	-19%	0%
Cn1c(N)c(C(=O)Nc2c(Cl)cccc2Cl)sc1=S	-21%	-2%	-4%	-5%	61%[activator]	2	209%[activator]	-7%	7%
CCCC(=O)NC(=S)Nc1cccc(NC(=O)c2ccccc2)c1	-9%	-7%	-5%	-3%	-15%	-36	50%[activator]	13%	5%
Cc1ccsc1-c1nc(CN2C[C@@H](C)O[C@@H](C)C2)c(C)o1	-24%	1%	-4%	2%	-10%	-4	9%	6%	0%
Cc1cc(C)c2c(=O)[nH]c(SCC(=O)NCCc3ccccc3)nc2n1	9%	/	-8%	-3%	-10%	-3	4%	85%	-1%
COc1ccc(CC(=O)NCCC2=CCCCC2)cc1	-4%	2%	-2%	-5%	-20%	-1	?	-26%	0%
CC1Cc2ccccc2N1CC(=O)NC(=O)NC1CCCC1 (stereo not given)	-6%	17%	-7%	-5%	-12%	-15	174%[activator]	18%	-7%
COc1ccc(C2=NS(=O)(=O)N(C)C(C(=O)N3CCN(C)CC3)=C2)cc1	-29%	-6%	0%	1%	-10%	0	8%	1%	18%
COc1ccc(CCN(C)C(=O)N2CCOCC2)cc1OC	-6%	0%	1%	-18%	-9%	5	31%[activator]	16%	6%
Cc1ccc(S(=O)(=O)C2(C(=O)O)CCCC2)cc1C	-2%	-5%	-2%	-9%	-12%	-15	12%	-8%	-3%
COC(=O)N/N=C\c1ccc(-c2cc(Cl)c(Cl)cc2Cl)o1	6%	-1%	-10%	-3%	-1%	-2	9%	?	2%
Cc1sc2nc(CN3CCOCC3)nc(NS(=O)(=O)c3ccccc3)c2c1C	?	-4%	0%	-9%	-9%	-5	0%	3%	-5%
COc1ccc(Cc2nnc(SCc3c(C)noc3C)n2C2CCCCC2)cc1OC	0%	1%	-2%	-24%	?	-5	5%	21%	-3%
Cc1nn(C)cc1-c1n[nH]c(=S)n1-c1ccc(F)cc1	-17%	-7%	-1%	-11%	2%	-5	181%[activator]	-1%	-2%
COc1cccc(CN(CC(=O)NCC2CCCO2)C(=O)CCC(=O)Nc2cc(C)on2)c1 (stereo not given)	9%	-10%	-1%	2%	-7%	-1	21%	7%	-9%
CCOc1ccc(C(=O)CSc2nnc(N)s2)cc1	2%	-8%	-5%	-5%	-21%	0	-3%	2%	2%
CCOC(=O)CSc1nc2cc3c(cc2c(=O)n1CCCCCC(=O)NCc1ccc(OC)cc1)OCO3	-14%	-5%	1%	-6%[60.1 µM]	5%	-12	33%[activator]	1%	/
Cc1oc(C(C)(C)C)cc1C(=O)Nc1ccc2c(c1)OCCO2	-8%	-1%	-8%	-8%	-20%	/	1%	-11%	5%
Cc1ccc(CCCOC(=O)C[N+]2(C)CCCC2)cc1	-7%	-6%	4%	-6%	9%	-2	-10%	10%	-2%
CSc1nc2sc3c(c2c(=O)n1C1CCCCC1)CCN(C)C3	-15%	2%	1%	-2%	-2%	-6	-7%	17%	-3%
O=C(CSc1cc(Cl)ccc1Cl)NC1CCCC1	-9%	-6%	-2%	-2%	6%	-8	-16%	3%	29%[12.4 µM]
O=C(NC(=S)Nn1cnnc1)c1cccc(Br)c1	-7%	-8%	-3%	3%	5%	-9	8%	-1%	1%
COc1cc2c(cc1OC)CN(CC(=O)Nc1ccc(C)cc1)CC2	-19%	-1%	7%	-11%	-2%	14	7%[58.9 µM]	0%	-2%
CC(C)CNS(=O)(=O)c1cc(C(=O)N2CC(C)OC(C)C2)c(Cl)cc1Cl (stereo not given)	-8%	/	0%	-6%	-14%	6	4%	3%	-3%
(more compounds)
SMILES	POLH inh	Tb PGK inh	BLM inh	POLK inh	Apoferritin bind	RXFP1 antagonist	Pol iota inh	POLB inh	APEX1 inh
CCC1=C(OC(=O)N(CC)CC)N2C(=O)OC(=NCCOC)[C@]2(Cc2ccccc2)[C@H]2C1=CC[C@H]1C(=O)N(CC(=O)OC)C(=O)[C@H]12	0%	-4%	2%&-5%	6%	-15%&6%	/	10%	2%	10%&12%
CC(C)c1nc(CNC(=O)c2ccc(OC3CCN(Cc4ccccn4)CC3)cc2)cs1	-8%	-5%	2%	-7%	-10%	6	5%	1%	-14%
CC(C)C(=O)Nc1nc(-c2ccc(S(=O)(=O)N3CCOCC3)cc2)cs1	-14%	-1%	0%	-22%	-9%	-1	-1%	5%	14%
O=C(CN1CCN(C(=O)c2ccccc2)CC1)Nc1ccccc1	-26%	2%	2%	5%	12%	-3	22%	14%	6%
COC(=O)c1ccc(COC(=O)c2ccc(S(=O)(=O)N3CCC(C)CC3)cc2)o1	-13%	-5%	-17%	8%	-16%	-7	2%	-13%	11%
CCOC(=O)CNC(=O)CSc1nc2sc(C)c(C)c2c(=O)n1C	8%	-9%	2%	-7%	-10%	-2	255%	-22%	-4%
CC1C(=O)Nc2ccccc2N1C(=O)c1ccc(F)cc1F (stereo not given)	-9%	-1%	1%	11%	3%	2	28%	-1%	3%
COc1ccc(-c2cc(C(F)(F)F)nc(NCc3ccccc3)n2)cc1	-9%	i	-7%	-3%	-3%	/	-1%	-3%	/
COc1cccc(CN(C)CC(O)COC(c2ccccc2)c2ccccc2C)c1 (stereo not given)	-17%	-7%	-6%	-2%	-1%	?	-20%	0%	19%
COc1ccc2ccccc2c1/C=N/n1cnnc1	3%	1%	-5%	-12%	-4%	15	12%	-3%	-3%
CCOC(=O)c1c(C)[nH]c(C)c1S(=O)(=O)N1CCN(c2ccccc2OC)CC1	-12%	-2%	-5%	-1%	9%	8	-5%	22%	/
O=C(NCc1cccnc1)C(=O)Nc1nc2ccccc2s1	-16%	-11%	-9%	-18%	1%	1	48%[activator]	8%	-3%
COc1ccc(CNCCCNCc2ccc(OC)c(OC)c2)cc1OC	-20%	5%	/	-2%	/	0	35%[activator]	/	/
CCn1cc(C(=O)NCC2COc3ccccc3O2)c2cc(OC)c(OC)cc2c1=O (stereo not given)	-3%	0%	-4%	1%	3%	2	18%	-17%	16%
O=C(C1CCC(=O)N(C2CCCC2)C1)N1CCN(c2ccccc2Cl)CC1 (stereo not given)	1%	5%	-1%	-12%	-5%	3	-14%	-4%	-8%
Cc1cccc(C(=O)Nc2cc(=O)n(C)c(=O)n2C)c1	-7%	i	2%	-2%	-7%	/	-17%	-5%	-3%
CCOC(=O)C1CCCN(Cc2cc(=O)oc3cc(C)ccc23)C1 (stereo not given)	-23%	0%	2%	-18%	-15%	-2	142%[activator]	5%	-2%
CCN(C(=O)COC(=O)c1nc(Cl)ccc1Cl)c1c(N)n(Cc2ccccc2)c(=O)[nH]c1=O	-10%	-5%	/	-10%	/	1	9%	/	/
Cc1cc(C(=O)Nc2cc(C(C)(C)C)on2)c(C)o1	-8%	-14%	-5%	4%	6%	-12	5%	?	2%
CCCC(=O)N1CCN(c2nc3c(OC)ccc(C)c3s2)CC1	-6%	i	-1%	-7%[60.1 µM]	5%	/	13%	35%	/

11 entries out of the list, ordered by heavy-atom count, ascending:
SMILES	POLH inh	Tb PGK inh	BLM inh	POLK inh	Apoferritin bind	RXFP1 antagonist	Pol iota inh	POLB inh	APEX1 inh
Cc1cc(C(=O)Nc2cc(C(C)(C)C)on2)c(C)o1	-8%	-14%	-5%	4%	6%	-12	5%	?	2%
Cc1cccc(C(=O)Nc2cc(=O)n(C)c(=O)n2C)c1	-7%	i	2%	-2%	-7%	/	-17%	-5%	-3%
CCCC(=O)N1CCN(c2nc3c(OC)ccc(C)c3s2)CC1	-6%	i	-1%	-7%[60.1 µM]	5%	/	13%	35%	/
CCOC(=O)CNC(=O)CSc1nc2sc(C)c(C)c2c(=O)n1C	8%	-9%	2%	-7%	-10%	-2	255%	-22%	-4%
COc1ccc(-c2cc(C(F)(F)F)nc(NCc3ccccc3)n2)cc1	-9%	i	-7%	-3%	-3%	/	-1%	-3%	/
COc1ccc(CNCCCNCc2ccc(OC)c(OC)c2)cc1OC	-20%	5%	/	-2%	/	0	35%[activator]	/	/
COC(=O)c1ccc(COC(=O)c2ccc(S(=O)(=O)N3CCC(C)CC3)cc2)o1	-13%	-5%	-17%	8%	-16%	-7	2%	-13%	11%
COc1cccc(CN(C)CC(O)COC(c2ccccc2)c2ccccc2C)c1 (stereo not given)	-17%	-7%	-6%	-2%	-1%	?	-20%	0%	19%
CCn1cc(C(=O)NCC2COc3ccccc3O2)c2cc(OC)c(OC)cc2c1=O (stereo not given)	-3%	0%	-4%	1%	3%	2	18%	-17%	16%
CC(C)c1nc(CNC(=O)c2ccc(OC3CCN(Cc4ccccn4)CC3)cc2)cs1	-8%	-5%	2%	-7%	-10%	6	5%	1%	-14%
CCN(C(=O)COC(=O)c1nc(Cl)ccc1Cl)c1c(N)n(Cc2ccccc2)c(=O)[nH]c1=O	-10%	-5%	/	-10%	/	1	9%	/	/

Source: PubChem

Only part of the results is shown; the hit share may differ from the screen's.
